# hiPSC survival = enhancers of single-cell hiPSC survival, primary screen, ATPlite luminescence | 100% = ROCK inhibitor wells, 0% = DMSO | survival enhancement, % at 20 µM | 0.044% of 360,000 active | AID 602274, 2012; in the data active = survival enhancement above about 18%;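 note: cells exposed to compounds for 16 hours before the ATP read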
# MC4R antag cAMP = MC4R antagonists of cAMP signaling, primary screen, cell-based, TR-FRET, antagonist arm of biased-ligand search | Melanocortin receptor 4 (Homo sapiens), P32245 | MC4R-expressing cells, MTII-stimulated cAMP, LANCE TR-FRET | inhibition, % at 6.5 µM | 0.48% of 360,000 active;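 active = inhibition above its plate's cutoff, the mean of tested wells on that plate plus 3 SD, cut at about 29% in these data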;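 note: 0% = Melanotan II alone and 100% = Melanotan II plus saturating MCL0020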
# Target sequence (P32245 whole entry, looked up): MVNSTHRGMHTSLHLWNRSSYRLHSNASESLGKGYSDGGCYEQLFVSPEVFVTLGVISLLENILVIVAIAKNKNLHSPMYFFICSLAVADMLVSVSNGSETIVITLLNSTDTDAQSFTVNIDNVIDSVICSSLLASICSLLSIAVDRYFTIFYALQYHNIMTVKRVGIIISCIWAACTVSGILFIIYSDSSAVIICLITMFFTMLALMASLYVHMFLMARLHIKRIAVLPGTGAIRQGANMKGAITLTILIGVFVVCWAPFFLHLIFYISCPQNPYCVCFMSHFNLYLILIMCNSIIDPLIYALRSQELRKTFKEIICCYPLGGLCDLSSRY
#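 material = U2OS cells stably expressing human melanocortin 4 receptor (MC4R) | also added = Melanotan II challenge | dosing = single nominal compound dose of 6.5 µM | detection = TR-FRET with Eu-cAMP and labeled anti-cAMP, 671 nm | replication = singlicate | timing = compound 30 min, challenge 1 h, detection 1 h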
# ABHD5-PLIN5 inh = ABHD5-PLIN5 interaction inhibitors, primary screen, cell lysate, split luciferase complementation, luminescence; Split G. princeps luciferase complementation, 4 h; inhibition, % at 4 µM; 0.78% of 360,000 active; AID 602281, 2012;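 active = inhibition above the mean inhibition across every tested compound plus 3 SD, cut at about 22% in these data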;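 note: 0% = DMSO only wells and the 100% control is not disclosed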
# HTR2A ag = mouse Htr2a agonists via beta-arrestin recruitment, primary screen, cell-based, luminescence; activation, % at 7.6 µM; CHO-K1 mHTR2A beta-arrestin complementation; percent of 30 µM serotonin response; 0.66% of 360,000 active; 5-hydroxytryptamine receptor 2A (Mus musculus), P35363;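 active = activation above a run cutoff, the mean activation of all tested compounds plus 3 SD, cut at about 14% in these data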;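 note: 0% = plate median of compound wells and 100% = 30 µM serotonin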
# Target sequence (P35363 whole entry, looked up): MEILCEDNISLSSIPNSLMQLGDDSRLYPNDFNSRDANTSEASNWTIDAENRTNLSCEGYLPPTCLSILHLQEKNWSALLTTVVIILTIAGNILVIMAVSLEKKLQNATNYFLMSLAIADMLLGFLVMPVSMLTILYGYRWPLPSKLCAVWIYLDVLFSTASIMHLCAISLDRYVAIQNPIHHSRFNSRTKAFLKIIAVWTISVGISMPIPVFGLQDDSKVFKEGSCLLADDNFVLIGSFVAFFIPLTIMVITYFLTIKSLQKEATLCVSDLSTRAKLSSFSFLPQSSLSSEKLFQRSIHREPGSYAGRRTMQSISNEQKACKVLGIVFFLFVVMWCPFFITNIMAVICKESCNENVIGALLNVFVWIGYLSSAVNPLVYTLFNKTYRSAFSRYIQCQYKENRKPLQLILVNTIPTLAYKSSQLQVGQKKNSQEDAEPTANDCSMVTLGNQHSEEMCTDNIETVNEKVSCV
# MC4R ag barr = MC4R agonists recruiting beta-arrestin, primary screen, cell-based, luminescence, agonist arm of biased-ligand search; Melanocortin receptor 4 (Homo sapiens), P32245; U2OS MC4R beta-arrestin complementation; percent of melanotan II response, DMSO zero; activation, % at 8.9 µM; 0.98% of 360,000 active; AID 540308, 2011;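 active = activation above a per-plate cutoff, the mean activation of sample wells on that plate plus 3 SD, cut at about 8% in these data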
# aDG glyco act = activators of alpha-DG glycosylation, primary screen, uHTS, Pro5-aDG cells, AlphaScreen; 0.22% of 360,000 active; activation, % at 10 µM; alpha-DG glycosylation AlphaScreen (IIH6); 0% Pro5, 100% B10-LARGE cell signal;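 active = activation of at least 8% versus controls, or a plate z-score of at least 8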;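 note: Pro5 are CHO cells carrying HIG-tagged alpha-DG that lacks glycosylation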
# N-glyco inh = increase of ERlucT glycosylation luciferase signal, primary screen, N-linked glycosylation inhibitor project, D54 ERlucT cells, luminescence, set 2 | D54 ERlucT glycosylation luciferase reporter, 24 h; percent of 100 nM tunicamycin response | reporter increase, % at 12.5 µM | 0.23% of 360,000 active | AID 588692, 2011;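 active = mean luciferase reporter signal, scaled so untreated is 0 and the glycosylation-blocking control 100, at or above a set limit in every replicate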;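 note: luciferase carries N-glycosylation sites so blocking glycosylation raises the light; 0% = median of neutral control wells and 100% = median of 100 nM tunicamycin wells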
# ABCB6 inh 2 = ABCB6 transporter inhibitors, primary screen, K562-ABCB6 cells, flow cytometry, MLPCN library. ATP-binding cassette sub-family B member 6 (Homo sapiens), Q9NP58. K562-ABCB6 porphyrin accumulation, 1 h; stronger effect = lower value. fluorescence ratio to DMSO, % at 10 µM. 0.19% of 360,000 active. AID 602162, 2011;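 active = fluorescence ratio to DMSO below 75%, the collection mean minus 3 SD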;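 note: signal is porphyrin accumulated inside mitochondria; 100% equals median channel fluorescence of DMSO control wells; lower ratio means ABCB6 inhibition with less porphyrin fluorescence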
# Granule exo inh = LAMP-1 surface exposure blockers, TALL-104 cells – cell-based, flow cytometry, MLPCN library, primary screen; TALL-104 LAMP-1 surface exposure; cells stimulated with thapsigargin and PMA; inhibition, % at 10 µM; 0.66% of 360,000 active;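 active = inhibition above about 55%, limit read from the data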
# H9c2 protect = cardioprotection against H2O2-induced cell death, primary screen, uHTS, H9c2 cells, ATPLite luminescence. H9c2 cardiomyocytes, H2O2 injury protection, 2 h. protection from H2O2 cell death, % at 20 µM. 0.63% of 360,000 active;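 active = compounds giving at least 50% protection of heart cells from peroxide-induced death in the single-dose screen, raw or plate-pattern-corrected value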;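 note: 0% = DMSO wells with peroxide and 100% = DMSO wells without peroxide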
# * = called active by the depositor; · = no result given.
SMILES,hiPSC survival,MC4R antag cAMP,ABHD5-PLIN5 inh,HTR2A ag,MC4R ag barr,aDG glyco act,N-glyco inh,ABCB6 inh 2,Granule exo inh,H9c2 protect
O=C(NC(Cc1ccccc1)C(=O)O)OCC1c2ccccc2-c2ccccc21 (stereo not drawn),-0.4,7.9,-4.0,8.3,-2.7,-0.1,1.8,100.0,0.7,1.5
COc1ccc(C(C(=O)NC2CCCCC2)N(CC2CCCO2)C(=O)C2COc3ccccc3O2)cc1OC (stereo not drawn),-0.5,9.9,-7.8,2.5,1.0,0.3,0.8,103.0,2.6,9.3
O=C(N/N=C/c1ccc(-c2ccc(S(=O)(=O)Nc3ncccn3)cc2)o1)c1cc2ccccc2cc1O,6.9,-4.0,1.8,-3.9,-2.1,0.1,0.6,107.0,-4.2,10.9
OCC(O)/C=N/Nc1nc(Nc2ccccc2)nc(Nc2ccccc2)n1 (stereo not drawn),-0.2,4.3,6.5,-5.5,-1.7,-0.2,5.3,99.0,-23.4,38.5
Cc1cc(NC(=O)c2ccc(Cl)c(S(=O)(=O)N3CCCCC3)c2)no1,-0.3,-0.6,-4.2,0.8,-0.9,0.3,-3.5,92.0,-5.0,-2.2
COc1ccc(C(C)(C)NC(=O)C2CCC(=O)N(C3CCCC3)C2)cc1OC (stereo not drawn),-0.1,8.4,-1.3,3.9,-3.1,0.5,1.1,95.0,-2.4,-3.2
N#Cc1c(-c2cccnc2)c2c([nH]c1=O)-c1ccccc1OC2,-0.5,1.6,-7.9,-1.6,-0.3,0.0,0.8,99.0,3.0,-0.1
CC(=O)c1ccc(OCCCC(=O)NNC(=O)c2ccccn2)cc1,-3.7,4.5,0.1,-15.8,-1.9,0.3,-4.6,103.0,-11.0,35.4
COc1ccc(/C=N\NC(=O)c2ccc(=O)[nH]n2)cc1O,4.9,1.5,2.2,-4.6,-0.7,0.0,4.4,102.0,-3.1,1.6
CCN1CC(CN(C)Cc2nc(-c3ccc(C(F)(F)F)cc3)oc2C)CC1=O (stereo not drawn),0.7,-5.7,0.3,0.8,0.6,0.1,1.2,105.0,5.5,-4.0
Cc1ccc(C(=O)Nc2nc3c(s2)CCCC3)o1,-5.6,-1.7,7.1,-4.2,-2.7,-0.3,-12.3,97.0,-2.1,-13.7
CCOC(=O)c1cnc2ccc(OCC)cc2c1N1CCN(c2ccccc2)CC1,1.4,14.4,-6.8,-3.3,2.1,-0.1,-3.3,95.0,5.7,-13.8
O=C(NC1CCCc2ccccc21)N[C@@H](Cc1ccccc1)C(=O)O (stereo partly drawn),-0.4,13.7,-2.2,-0.3,0.3,-0.1,1.3,99.0,2.4,0.6
Cc1nn(-c2ccccc2)c(C)c1C(=O)OC(C)C(=O)NC1CCCCC1C (stereo not drawn),-0.5,7.5,10.1,2.6,0.5,0.2,-3.4,88.0,12.9,-10.4
CC1C/C(=N\NC(=O)c2ccc([N+](=O)[O-])cc2)CC(C)(C)C1 (stereo not drawn),-0.5,2.4,3.6,-8.6,-2.4,-0.1,1.1,97.0,-0.3,16.3
COC(=O)[C@@H](Cc1c[nH]c2ccccc12)NC(=O)CCC(=O)c1ccc(F)cc1,2.8,10.6,3.4,-1.4,-1.4,0.0,1.0,87.0,-2.9,-7.6
N#Cc1c(Cl)nsc1NCCN1CCOCC1,0.1,7.1,1.3,1.0,-0.9,0.1,-1.0,98.0,-5.3,4.6
O=C(C=NNc1ccccc1)c1ccccc1,-1.9,4.4,-6.5,-4.6,-2.6,0.0,-13.2,92.0,-5.2,-13.8
CC(C)CCN1CCN(Cc2cccc(C(F)(F)F)c2)CC1CCO (stereo not drawn),-0.2,9.6,8.4,-4.7,0.7,-0.1,3.1,96.0,4.0,-2.2
Cc1cc(Cl)ccc1Oc1ccc(C(N)=O)cc1[N+](=O)[O-],6.7,12.8,-0.2,9.2,-1.5,0.1,-0.4,99.0,-4.1,-7.6
Cc1ccc(NC(=O)CN(C)S(=O)(=O)c2ccc3[nH]c(=O)oc3c2)c(C)c1,-0.1,11.3,3.9,7.1,4.1,-0.5,3.3,104.0,-1.7,-5.5
Cc1noc(C)c1COC(=O)c1ccc2ccccc2n1,-1.3,2.1,1.2,2.9,-0.3,0.3,4.3,89.0,3.6,6.8
O=C(CSc1nnc2n1CCCN2C(=S)Nc1ccc(Cl)cc1)c1ccccc1,-0.3,4.9,-9.4,2.6,5.4,0.3,-1.4,91.0,-0.1,-15.5
Cc1onc(-c2ccccc2)c1C(=O)Nc1sccc1C#N,2.0,15.3,-7.3,2.9,0.9,0.3,-0.6,93.0,-2.8,-1.7
CC(C)Cn1c(SC(C)C(=O)Nc2ccc3c(c2)OCCO3)nc2ccccc2c1=O (stereo not drawn),-0.4,7.2,-8.0,-3.9,-2.0,0.2,-2.3,95.0,2.3,-6.0
O=c1[nH]cnc2scc(-c3ccc(-c4ccccc4)cc3)c12,-2.1,-2.8,3.5,-1.9,3.0,0.7,-7.2,99.0,-8.1,-10.3
CN(C(=O)c1ccc2c(c1)OCO2)C1CCS(=O)(=O)C1 (stereo not drawn),-0.4,5.4,0.2,5.0,-2.2,0.3,-1.1,100.0,12.2,-1.6
C[C@@H]1CN([C@H](C)CO)C(=O)c2c(c3ccccc3n2C)-c2ccccc2CO[C@H]1CN(C)S(=O)(=O)c1cn(C)cn1,0.5,1.3,4.3,1.2,0.6,0.1,0.1,98.0,-4.3,2.3
CCc1ccc(C2=C/C(=C/c3cccnc3)C(=O)O2)cc1,1.4,18.2,-2.2,1.3,-0.5,-0.3,1.8,104.0,-9.0,-9.5
CC(=O)Nc1ccc(NC(=O)CCCCCN2C(=O)c3ccccc3C2=O)cc1,-1.1,2.6,3.6,1.3,-1.5,0.0,0.6,99.0,2.2,1.2
O=[N+]([O-])c1ccccc1/C=C/C=N/n1c(-c2ccc(Cl)cc2)n[nH]c1=S,-0.2,0.7,-4.0,1.7,-1.7,-0.2,1.5,94.0,-0.4,-8.6
CC1CCc2sc(C(=O)N3CCN(c4ncccn4)CC3)cc2C1 (stereo not drawn),-0.2,-3.9,-5.3,13.4,1.4,-0.2,1.8,92.0,-1.3,-3.2
CCCc1cc(=O)oc2c(C)c(OCC(=O)Nc3ccc(CN4CCOCC4)cc3)ccc12,0.1,-1.9,9.2,-0.3,15.7*,-0.1,-3.1,97.0,12.6,28.9
O=C(Nc1ccc(Oc2ccccc2)cc1)C1CCCN(c2ncccn2)C1 (stereo not drawn),-3.0,4.0,-0.6,0.4,9.9*,0.1,-1.5,99.0,-4.6,-7.6
CC(CCC(=O)O)C1CCC2C3CCC4CC(O)CCC4(C)C3CC(O)C12C (stereo not drawn),1.5,15.3,5.5,-0.5,0.5,-0.4,1.9,103.0,2.0,0.1
O=C(/C=C/c1ccc(F)cc1)Nc1cccc(S(=O)(=O)Nc2cccc(C(F)(F)F)c2)c1,-1.7,1.4,-15.0,-4.8,1.1,0.1,-3.3,98.0,2.8,-10.0

# Structures from the list above that contain an aryl methoxy group:
SMILES,hiPSC survival,MC4R antag cAMP,ABHD5-PLIN5 inh,HTR2A ag,MC4R ag barr,aDG glyco act,N-glyco inh,ABCB6 inh 2,Granule exo inh,H9c2 protect
COc1ccc(C(C(=O)NC2CCCCC2)N(CC2CCCO2)C(=O)C2COc3ccccc3O2)cc1OC (stereo not drawn),-0.5,9.9,-7.8,2.5,1.0,0.3,0.8,103.0,2.6,9.3
COc1ccc(C(C)(C)NC(=O)C2CCC(=O)N(C3CCCC3)C2)cc1OC (stereo not drawn),-0.1,8.4,-1.3,3.9,-3.1,0.5,1.1,95.0,-2.4,-3.2
COc1ccc(/C=N\NC(=O)c2ccc(=O)[nH]n2)cc1O,4.9,1.5,2.2,-4.6,-0.7,0.0,4.4,102.0,-3.1,1.6

# The list goes on.
SMILES,hiPSC survival,MC4R antag cAMP,ABHD5-PLIN5 inh,HTR2A ag,MC4R ag barr,aDG glyco act,N-glyco inh,ABCB6 inh 2,Granule exo inh,H9c2 protect
O=C1CS/C(=C\[N+](=O)[O-])N1c1ccc(OC(F)(F)F)cc1,12.9,9.3,2.0,2.0,-1.7,0.0,1.3,103.0,10.1,1.8
CCN(CC)S(=O)(=O)c1cc(NC(=O)C2CCN(c3ncnc4sc(C)c(C)c34)CC2)ccc1Cl,-0.5,15.8,-9.9,-7.7,1.8,-0.4,-15.3,90.0,-4.0,-2.7
Cc1ccc(Nc2ncccc2C(=O)O)cc1C,-2.9,6.7,-6.0,2.6,-1.0,0.0,1.6,144.0,-10.1,-8.9
CC(C)OCC1Cn2c(nc3c2c(=O)n(C)c(=O)n3C)O1 (stereo not drawn),3.5,14.8,-7.0,3.4,-2.8,-0.2,2.1,100.0,4.0,-3.2
COc1ccc(-n2ncc3c(N4CCc5ccccc54)ncnc32)cc1,-3.2,14.6,-4.2,1.3,0.7,0.3,-13.6,103.0,0.7,-6.6
Cc1ccc(-n2cc(CNCCc3ncc(C)[nH]3)c(-c3ccc(F)cc3)n2)cc1,-3.3,-6.3,6.1,-6.7,2.8,11.4*,-2.3,104.0,4.7,8.0
O=C(NCc1ccc(F)cc1F)[C@@H]1CCCN1C(=O)[C@@H]1CCCN1C(=O)c1cccc2ccccc12,-0.5,·,-4.5,-2.7,·,-0.2,·,95.0,-3.9,·
CCOC(=O)c1c(NC(=O)Cn2cnc([N+](=O)[O-])n2)sc2c1CCC(C)C2 (stereo not drawn),-2.1,-1.7,1.1,2.7,3.8,1.1,-3.3,92.0,-2.6,-3.6
COc1ccc(CCNC(=O)Cn2c([N+](=O)[O-])cnc2C)cc1OC,-0.3,4.0,-5.2,-2.6,-2.6,-0.4,1.1,97.0,2.7,-8.0
S=C(NNc1cccc(Cl)c1)NC1CCCCC1,-0.9,-0.2,-21.3,-0.9,1.8,0.1,0.2,93.0,1.6,-20.7
CC(C)CCSc1cc(NCCO)c([N+](=O)[O-])c2nonc12,1.2,4.1,-0.4,-0.7,-2.1,0.1,7.6,99.0,8.6,-7.9
CC12CCC(O)CC1=CCC1C2CCC2(C)C3=NN=CC3CC12 (stereo not drawn),3.6,9.8,2.7,11.3,0.3,0.1,0.3,100.0,-3.0,-2.5
COc1ccc(CN2[C@@H](CC(=O)O)c3cc(F)ccc3S2(=O)=O)cc1,-0.5,-0.7,-11.0,3.9,-0.9,0.1,1.2,96.0,2.4,7.2
COc1ccc(Cl)cc1-c1cc(C(=O)NCc2cccs2)[nH]n1,-1.5,-2.1,2.7,-1.9,-0.5,0.2,3.9,94.0,0.5,3.1
CCOc1ccc(NC(=O)CSc2cn[nH]n2)cc1,-0.4,2.8,-3.7,6.3,1.9,0.1,3.0,94.0,-4.8,-1.2
